Source: PubChem BioAssay
sPLA2-III inh = Inhibits HGIII-sPLA2 liposome hydrolysis, primary screen; Q9NZ20; QFRET BODIPY PC-A2 liposome hydrolysis, fluorescence; inhibition, % at 12.2 µM; 370,000 compounds, 0.56% hits;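 active means inhibition above mean plus 3 SD of compounds lying within the high and low control bounds, cut at about 19% in these data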;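 further: 0% = median of test compound wells and 100% = no enzyme DMSO wells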
Target sequence (Q9NZ20 whole entry, looked up): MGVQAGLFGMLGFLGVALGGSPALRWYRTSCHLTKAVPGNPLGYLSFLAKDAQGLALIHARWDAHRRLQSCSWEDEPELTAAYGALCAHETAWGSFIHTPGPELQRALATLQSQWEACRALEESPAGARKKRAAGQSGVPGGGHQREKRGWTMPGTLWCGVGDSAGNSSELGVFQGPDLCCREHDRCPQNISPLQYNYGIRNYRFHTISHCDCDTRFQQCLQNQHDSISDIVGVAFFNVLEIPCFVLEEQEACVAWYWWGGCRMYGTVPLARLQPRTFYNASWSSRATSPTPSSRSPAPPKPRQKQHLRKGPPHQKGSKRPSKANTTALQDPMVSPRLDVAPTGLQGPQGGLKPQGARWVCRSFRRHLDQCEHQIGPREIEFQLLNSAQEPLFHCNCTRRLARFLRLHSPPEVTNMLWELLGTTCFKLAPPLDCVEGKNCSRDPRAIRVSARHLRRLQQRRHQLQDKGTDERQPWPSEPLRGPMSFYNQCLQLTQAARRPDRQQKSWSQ
SMARCA2 activ = increases SMARCA2 function in MMTV reporter cells; activation, % at 9.1 µM; AID 652017; 370,000 compounds, 1% hits; MG213 cells, MMTV-luciferase reporter, dexamethasone, overnight; in the data active means activation above about 7.8%;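 further: 0% = vehicle wells and 100% = reference activator wells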
hcDAF12 agonist = activates DAF-12 receptor from parasite H. contortus. HEK293 hcDAF-12 lit1-tk-luc reporter, luminescence; 0% DMSO, 100% Δ7-dafachronic acid. activation, % at 6.8 µM. 370,000 compounds, 1.4% hits. AID 652067;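 active means activation above the mean of all tested compounds plus 3 SD, cut at about 5.5% in these data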;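 further: 100% = response to 3 µM Δ7-dafachronic acid high control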
PG9 Ab binder = small molecules binding HIV-1 gp120 antibody PG9; TR-FRET gp120-PG9 antibody binding; inhibition, % at 6.7 µM; 360,000 compounds, 0.43% hits; in the data active means inhibition above about 8.5%
ssDAF12 agonist = S. stercoralis DAF-12 activation, primary screen; HEK293 ssDAF-12/GRIP1 lit1-tk-luc reporter, luminescence; % of 3 µM dafachronic acid response; 370,000 compounds, 1% hits; activation, % at 6.8 µM; AID 652126;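 active means activation above the mean over all tested compounds plus 3 SD, cut at about 0.9% in these data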;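 further: 0% = DMSO-only wells and 100% = 3 µM delta7-dafachronic acid wells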
GAA850 FXN act = frataxin GAA850 promoter activation | HEK293 lucGAA850 FXN promoter luciferase reporter, 24 h; percent of 10 µM SAHA response | activation, % at 6 µM | 360,000 compounds, 0.56% hits | AID 540364;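 active means activation above the average of all compounds screened plus 3 SD, cutoff fixed separately per campaign, cut at about 7.5% in these data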;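 further: 0% = DMSO wells and 100% = 10 µM SAHA wells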
Rev-erbA mod = Rev-erb alpha (human) modulation; activity, % at 10 µM; 370,000 compounds, 0.79% hits; P20393; Rev-erbα–FITC-DNA binding, fluorescence polarization, 90 min;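 active means activity above about 14%, limit read from the data; passing the limit was not always enough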;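 further: 0% = DMSO wells with 35 nM protein and 100% = DMSO wells with 750 nM protein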
Target sequence (P20393 whole entry, looked up): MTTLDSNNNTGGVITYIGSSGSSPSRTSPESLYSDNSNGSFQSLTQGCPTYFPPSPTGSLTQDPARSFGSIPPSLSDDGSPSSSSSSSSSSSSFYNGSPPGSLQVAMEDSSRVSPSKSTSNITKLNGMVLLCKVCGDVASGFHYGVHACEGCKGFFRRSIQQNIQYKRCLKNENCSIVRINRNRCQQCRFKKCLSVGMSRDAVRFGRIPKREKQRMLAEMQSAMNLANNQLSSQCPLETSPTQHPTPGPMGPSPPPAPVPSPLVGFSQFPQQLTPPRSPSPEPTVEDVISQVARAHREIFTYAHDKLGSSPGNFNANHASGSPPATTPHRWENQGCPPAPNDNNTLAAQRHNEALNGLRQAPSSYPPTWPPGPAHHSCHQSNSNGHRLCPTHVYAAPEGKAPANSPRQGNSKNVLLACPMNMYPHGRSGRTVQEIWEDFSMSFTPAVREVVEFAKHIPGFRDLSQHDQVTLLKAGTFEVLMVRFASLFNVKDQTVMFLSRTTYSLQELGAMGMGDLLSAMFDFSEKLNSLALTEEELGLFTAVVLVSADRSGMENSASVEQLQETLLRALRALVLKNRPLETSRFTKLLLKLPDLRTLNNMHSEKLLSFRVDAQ
hgDAF-12 ag = hgDAF-12 agonism, primary luciferase screen. HEK293 GAL4-hgDAF12 UAS-luciferase reporter, agonist luminescence; normalized to butyrate control. activation, % at 6.8 µM. 370,000 compounds, 1.8% hits. AID 687014;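 active means activation above a cutoff set at the mean of all screened compounds plus 3 SD, cut at about 10% in these data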;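 further: 0% = DMSO wells and 100% = sodium butyrate wells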
PLC-beta3 inh = PLC-beta3 (human) inhibition, primary screen. 370,000 compounds, 0.18% hits. Q01970. Purified PLC-beta3, fluorogenic substrate, fluorescence. inhibition, % at 12.2 µM; in the data active means inhibition above about 11%;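 further: 0% = median of compound wells on plate and 100% = full blocker control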
DAX1 inh-1 = NR0B1 (DAX1) inhibition | inhibition, % at 6.75 µM | P51843 | AID 504766 | HEK293 Gal4-DAX1 luciferase reporter, luminescence | 340,000 compounds, 0.99% hits;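 active means inhibition above the mean over all tested compounds plus 3 SD, cut at about 4.2% in these data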;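 further: 0% = DAX1-transfected cells with DMSO and 100% = empty-vector control cells with DMSO; inhibition shows as a rise in luminescence from relieved DAX1 repression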
DAX1 inh-2 = DAX1 (NR0B1) inhibition, primary screen; inhibition, % at 6.8 µM; 370,000 compounds, 1.1% hits; HEK293T StAR-luciferase reporter, SF-1/DAX-1 repression relief; AID 652010;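 active means inhibition above the mean over all tested compounds plus 3 SD, cut at about 3.6% in these data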;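 further: 0% = DAX-1 cells with DMSO and 100% = cells lacking DAX-1 with DMSO; higher inhibition means more luminescence from relief of DAX-1 repression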
The depositor's hits bear a star; / = not tested or not shown.

SMILES	sPLA2-III inh	SMARCA2 activ	hcDAF12 agonist	PG9 Ab binder	ssDAF12 agonist	GAA850 FXN act	Rev-erbA mod	hgDAF-12 ag	PLC-beta3 inh	DAX1 inh-1	DAX1 inh-2
O=C(Cn1c(=O)n(Cc2ccco2)c(=O)c2ccccc21)NCC1CCCO1 (stereo unspecified)	2	1	-2.0	1.7	-1.0	0.5	-2	0.6	0	0.4	0.5
Cc1ccc(S(=O)(=O)NC(C)C(=O)N2CCOCCOCCOCCOCC2)cc1 (stereo unspecified)	2	-3	-0.1	-0.2	-1.3	0.5	3	1.0	-4	-0.8	0.3
CCOC(=O)C1CCN(c2c(NCc3ccc(C(=O)Nc4ccc(C)cc4)cc3)c(=O)c2=O)CC1	0	-1	-0.3	-1.1	-1.2	1.2	-3	-0.5	2	0.9	-0.2
CC(OC(=O)CN1C(=O)NC(C)(C)C1=O)C(=O)c1ccccc1 (stereo unspecified)	2	0	-1.6	1.3	-0.8	0.9	2	-0.6	1	0.1	0.0
COc1ccc(F)cc1S(=O)(=O)N1CC(C)CC(C)C1 (stereo unspecified)	1	-3	-1.5	1.6	-1.5	-3.8	4	-1.1	6	0.8	-0.8
O=C(CSc1nnc(Cc2ccccc2)n1-c1ccccc1)NNC(=O)Cc1ccccc1	-17	-5	-1.1	-0.6	-1.4	-2.5	-7	-2.6	3	0.0	-0.7
COc1ccc(-c2c(O)c(C#N)c(-c3ccccc3)n(-c3ccc(OC)cc3)c2=O)cc1	5	-1	-2.9	1.7	-0.9	-2.0	5	0.6	-319	0.1	0.0
CCn1c(=O)n(-c2ccc(Cl)cc2)c(=O)c2c3c(sc21)COC(C)(C)C3	1	-2	-0.1	0.3	-0.9	0.5	2	-2.4	0	0.4	-0.5
CCCCc1nnc(SCCSc2nnc(CCCC)n2N)n1N	7	1	-1.0	1.9	-0.6	-2.1	2	2.3	-5	3.3	-0.4
CCN1C(=O)[C@H]2[C@@H](c3ccc(C)cc3)N3C(=O)N(c4cccc(F)c4)C(=O)[C@@]3(CC)[C@H]2C1=O	7	-1	-1.6	0.5	-0.9	2.8	-2	0.3	1	1.6	-0.6
Cn1c(=O)c2c(nc(NCCNC(=O)c3ccco3)n2Cc2ccc(Cl)cc2Cl)n(C)c1=O	2	-1	-0.6	0.7	-1.1	4.1	-8	-1.5	3	-0.6	0.8
C[C@@H]1CC2OC(=O)[C@@]3(C)C(=O)CC[C@@](C)(C23)[C@@]1(O)CCc1ccoc1 (stereo partly specified)	1	0	0.4	-0.9	-0.8	2.3	11	1.0	-2	-1.8	0.0
Oc1ccc(/C=N/N(Cc2ccccc2)c2ccccc2)cc1	-11	-7	-1.7	-0.6	-1.8	0.2	-1	-2.4	1	-0.9	-1.3
CCc1c(-c2ccc(Br)cc2)ncn1CCc1ccccc1OC	-4	-4	-0.5	0.8	-1.8	/	-3	-1.4	4	/	-1.4
Cc1nc2nc(-c3ccco3)[nH]n2c(=O)c1Cc1ccccc1	1	0	-1.1	-0.8	-0.3	-0.1	2	1.4	1	2.2	0.1
CCOc1ccc2c(c1)c(N=NC(N)=S)c(O)n2C	4	0	-1.4	-7.4	-1.6	-0.1	8	-3.4	-7	-0.3	-0.5
Cc1cccc(Nc2cc(=O)[nH]c(=O)[nH]2)c1	1	1	-1.5	-3.9	0.6	1.9	2	1.9	2	0.6	0.7
O=C(COC(=O)C1CC2CCCC(C1)C2=O)NC1CCCCC1 (stereo unspecified)	1	1	0.0	-2.2	-1.1	-0.4	1	1.9	-2	1.0	1.4
CCOc1ccc(CCN2C(=O)C(=O)N([C@@H](CC(C)C)CN3CCC[C@@H]3CN3C(=O)C(=O)NC[C@@H]3CC(C)C)C[C@@H]2Cc2ccccc2)cc1	-9	2	-2.2	-2.9	-1.1	/	-7	-0.3	2	/	0.7
CCOc1ccc(NS(=O)(=O)c2cc3c4c(c2)CCN4C(=O)CC3)cc1	-3	1	-1.0	-0.1	-1.1	-0.4	3	-0.2	-2	1.6	-1.8
O=C(Nc1ccc(-c2nc3cc(Cl)ccc3o2)cc1)C1CCCO1 (stereo unspecified)	-4	8.2*	0.8	-1.3	-0.6	2.9	-5	12*	-2	4.2	2.2
O=C(NCc1ccc(Cl)cc1)c1ccc(OCC2CCCO2)cc1 (stereo unspecified)	2	-1	-0.5	-0.4	-0.4	-0.8	4	2.5	3	1.0	-0.4
COc1ccc([C@H]2N[C@]3(CCCN(CC4CCCCC4)C3=O)[C@H]3C(=O)N(Cc4ccccc4)C(=O)[C@@H]23)cc1	-6	7	-0.3	-0.8	-0.9	-9.9	-1	-1.6	4	0.0	-0.9
COc1cccc(Nc2nc(C)nc3c2oc2ccccc23)c1	-1	0	-1.6	1.2	-1.9	3.2	1	2.9	-108	-1.2	-0.2
O=C1CC(c2cccs2)Cc2nc(NCC3CCCO3)ncc21 (stereo unspecified)	-1	-1	-1.4	-1.7	-1.2	1.6	1	0.6	0	-0.4	-0.3
O=C(Cn1cccc1)Nc1ccc(OC(F)(F)F)cc1	-13	-2	-1.6	0.4	-1.5	4.1	0	5.5	5	1.3	0.1
N#C/C(=C(/O)c1ccc(-c2cccc([N+](=O)[O-])c2)o1)c1nc2ccccc2s1	-3	0	3.4	-0.5	0.4	2.6	1	1.9	-17	-0.4	0.2
O=S(=O)(/N=C(/Nc1nc2ccccc2s1)c1ccccc1)c1ccc(F)cc1	-35	5	4.2	1.5	0.9*	1.1	19*	11*	-57	6.4*	4.4*
CC(C)(C)C(CCl)C(=O)NN=C(c1ccccc1)c1ccccc1 (stereo unspecified)	9	0	-1.0	-1.9	-1.1	0.5	0	0.8	-12	0.2	1.1
Cc1cc(C)n(CCc2nc(-c3ccco3)cs2)n1	-5	1	-1.3	-0.2	-1.6	-2.1	-6	2.4	-16	-0.3	-0.2
C/C(=N\NC(=O)C(O)(c1ccccc1)c1ccccc1)c1ccc(NC(=O)CCCC(=O)O)cc1	5	0	-1.6	-0.9	-1.1	0.4	4	1.4	-6	-0.7	0.7
O=C(CSc1nnc(C2CC2)n1Cc1ccco1)NCC(F)(F)F	-2	-2	-1.3	0.4	-0.8	0.1	7	-1.4	-1	-1.6	0.5
O=C(c1cccc(C(F)(F)F)c1)N1CCC(O)(CS(=O)(=O)Cc2ccccc2)CC1	5	-5	-0.8	0.5	-1.4	0.2	-6	-2.7	-1	0.1	-0.6
Nc1ccc(Nc2ccccc2)c(S(=O)(=O)O)c1	6	-1	-0.9	-4.5	-1.4	1.9	-23	-1.1	-114	-1.0	0.3
CCOC(=O)c1ccc(N/C=C2\CCCCC2=O)cc1	-1	5	1.7	-2.4	0.2	6.7	2	6.0	-3	0.4	1.2
COc1ccccc1OCc1ccc(C(=O)N2CCOCC2)o1	1	-1	-1.9	0.7	-1.1	-0.3	0	-3.8	3	-0.3	0.0
COC(=O)CCCNC(=O)c1ccc2nc(Cc3ccc(OC)cc3)oc2c1	-9	0	-0.2	-0.9	-1.2	2.2	-1	2.7	4	1.3	0.5
COc1ccc(Nc2ccc([N+](=O)[O-])cn2)cc1	13	0	1.5	0.8	-1.2	3.6	5	5.2	2	1.8	0.6
Cc1ccc(-c2noc(CCC(=O)NCC3CCCO3)n2)cc1 (stereo unspecified)	-4	-1	-1.3	2.1	-1.8	1.2	2	0.9	-2	1.3	0.0
O=C(CNc1ccc(F)cc1)N/N=C/c1c(O)ccc2ccccc12	4	-4	-3.1	2.5	-1.5	-4.5	-4	-3.5	-31	-0.8	-1.3

Only DAX1 inh-2 and DAX1 inh-1, for 3 of the compounds above:
SMILES	DAX1 inh-2	DAX1 inh-1
O=C(c1cccc(C(F)(F)F)c1)N1CCC(O)(CS(=O)(=O)Cc2ccccc2)CC1	-0.6	0.1
Nc1ccc(Nc2ccccc2)c(S(=O)(=O)O)c1	0.3	-1.0
CCOC(=O)c1ccc(N/C=C2\CCCCC2=O)cc1	1.2	0.4

Next section
SMILES	sPLA2-III inh	SMARCA2 activ	hcDAF12 agonist	PG9 Ab binder	ssDAF12 agonist	GAA850 FXN act	Rev-erbA mod	hgDAF-12 ag	PLC-beta3 inh	DAX1 inh-1	DAX1 inh-2
COc1ccc(CN(C)C(=O)c2cccc(Oc3ccccc3)c2)c(OC)c1OC	-7	-4	-3.5	-0.1	-1.5	-0.7	0	0.1	-3	-2.0	-0.8
CC1(C(=O)NS(=O)(=O)c2cccc(Cl)c2)CCN1C(=O)c1ccccc1 (stereo unspecified)	-3	-3	-3.2	-0.1	-1.2	0.4	-3	-3.7	4	/	-0.6
Cc1ccc(NC(=O)C(C)OC(=O)CCN=C2NS(=O)(=O)c3ccccc32)cc1 (stereo unspecified)	3	-3	1.0	0.5	-1.1	0.4	6	6.1	-6	-0.5	0.4
COCCOCCn1cnc2ccccc21	2	-3	-0.3	1.4	-1.2	2.4	0	0.9	-1	0.6	-0.6
CN(C(=O)COC(=O)c1ccc2c(c1)OCO2)c1c(N)n(Cc2ccccc2)c(=O)[nH]c1=O	7	-1	-0.7	3.1	-1.5	-1.0	-7	-1.0	-5	-0.3	0.6
Cc1cccc(-n2c(CNC(=O)c3ccccc3)nnc2SCC(=O)Nc2nccs2)c1	-6	-3	-1.6	-1.5	-0.3	-0.8	1	3.1	0	0.9	0.3
CCN(CC)c1ccc(/C=C2\CCC(/C=C(\C#N)C(=O)Nc3ccccc3F)=C2N2CCOCC2)cc1	-2	-1	-0.6	-1.9	-1.0	2.6	-8	0.6	0	0.0	0.3
O=C(CSc1nnc(-c2n[nH]c3ccccc23)n1-c1ccccc1)Nc1ccccc1Cl	-31	-2	-0.5	-1.2	-0.9	-0.2	1	-4.8	4	-1.0	-1.6
Cc1cc(NC(=O)CSc2nc(=O)cc(N)n2-c2ccc(Cl)cc2)no1	2	3	1.1	2.5	-1.3	-0.2	2	2.0	-9	-0.5	0.8
c1ccc(NC2=NCCN2CC2CCC2)cc1	-5	0	-1.8	0.4	-1.4	0.6	-2	-0.7	7	0.0	0.0
CCc1cc2c(SCC(=O)O)ncnc2s1	-4	-1	0.0	-2.1	-1.3	-0.2	0	3.1	-1	0.2	0.1
CCOc1ccc2nc(SCC(=O)NCc3ccc4c(c3)OCO4)[nH]c2c1	-9	-4	1.7	-3.5	-0.8	2.0	3	0.5	6	-0.4	-1.3
Cc1cc(C(=O)Nc2ccccc2N2CCCCC2)no1	10	-7	1.1	-3.7	-1.2	-0.1	2	1.7	8	0.1	-0.8
CCOC(=O)C1=C(C)N=c2s/c(=C\C(=O)OC)c(=O)n2C1c1ccc(OC)cc1 (stereo unspecified)	-15	-2	-1.4	0.2	-1.4	-1.1	2	0.3	0	-0.2	0.3
COc1ccc2nc(SCCN(C)C)[nH]c2c1	1	0	-2.0	-0.1	-1.2	2.7	-2	1.5	-4	0.0	0.7

An excerpt from above in order of the Rev-erbA mod value, lowest first.
SMILES | Rev-erbA mod
Nc1ccc(Nc2ccccc2)c(S(=O)(=O)O)c1 | -23
Cc1cc(C)n(CCc2nc(-c3ccco3)cs2)n1 | -6
Cc1cccc(Nc2cc(=O)[nH]c(=O)[nH]2)c1 | 2
